High-throughput results from PubChem.
STK33 inh: human STK33 kinase inhibition. 0.073% of 320,000 active. purified STK33, MBP phosphorylation, ADP-Glo luminescence. inhibition, % at 10 µM. AID 2661. Q9BYT3;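 active = inhibition at or above 25%, using the most active replicate where run in duplicate; inactive = inhibition below 25%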
Target sequence (Q9BYT3 whole entry, looked up): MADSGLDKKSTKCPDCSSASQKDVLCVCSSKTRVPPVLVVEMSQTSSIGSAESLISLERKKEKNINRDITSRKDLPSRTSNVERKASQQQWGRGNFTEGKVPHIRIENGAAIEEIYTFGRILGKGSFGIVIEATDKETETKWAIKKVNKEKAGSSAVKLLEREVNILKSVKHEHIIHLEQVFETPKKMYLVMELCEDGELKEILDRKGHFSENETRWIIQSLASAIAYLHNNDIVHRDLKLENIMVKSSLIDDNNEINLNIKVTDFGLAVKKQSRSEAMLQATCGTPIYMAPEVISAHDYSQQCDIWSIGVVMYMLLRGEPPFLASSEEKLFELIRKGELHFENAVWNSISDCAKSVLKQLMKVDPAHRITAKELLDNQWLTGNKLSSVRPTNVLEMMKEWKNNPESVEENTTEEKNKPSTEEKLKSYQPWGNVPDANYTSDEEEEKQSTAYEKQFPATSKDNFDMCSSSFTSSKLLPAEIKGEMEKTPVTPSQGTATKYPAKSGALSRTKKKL
OX1R FRET antag: blocks the human orexin 1 receptor. O43613. OX1R-expressing cells, FRET antagonist read-out. inhibition, % at 6.6 µM. 1.8% of 330,000 active; in the data active = inhibition mostly above about 38%, no sharp cut-off; inactive = mostly below about 40%;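 also: 0% = agonist challenge alone and 100% = reference antagonist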
Target sequence (O43613 whole entry, looked up): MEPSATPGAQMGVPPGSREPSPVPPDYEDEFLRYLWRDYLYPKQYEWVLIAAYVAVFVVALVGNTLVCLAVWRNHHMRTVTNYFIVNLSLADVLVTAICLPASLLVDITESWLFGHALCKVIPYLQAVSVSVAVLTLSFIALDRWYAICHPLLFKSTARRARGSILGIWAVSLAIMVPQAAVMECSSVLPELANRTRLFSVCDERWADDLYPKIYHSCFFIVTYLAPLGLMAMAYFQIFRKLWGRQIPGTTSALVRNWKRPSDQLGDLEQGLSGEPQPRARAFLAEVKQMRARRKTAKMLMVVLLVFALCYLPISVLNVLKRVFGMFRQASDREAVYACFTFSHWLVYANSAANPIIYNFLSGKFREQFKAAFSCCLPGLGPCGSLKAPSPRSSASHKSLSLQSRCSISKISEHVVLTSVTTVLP
Starred values were filed as active, the others as inactive; nt = not tested or not shown.

SMILES	STK33 inh	OX1R FRET antag
CCc1ccccc1S(=O)(=O)Cc1ccc(C(=O)NCC2CCCO2)o1 (stereo not drawn)	1.5	10
CCOc1cc(/C=N/N=C(/N)c2nonc2N)cc(Br)c1OCc1ccc(Cl)cc1	-0.5	21
CCOC(=O)c1ccc(NC(=O)CSc2nc(NC(=O)c3ccccc3)c3c(C)c(C)oc3n2)cc1	-0.9	16
Cc1nc(C2COc3ccccc3O2)sc1C(=O)O (stereo not drawn)	3.8	5
Cc1noc(C)c1COC(=O)COc1ccc2c(C)cc(=O)oc2c1	-3.8	7
COC(=O)c1ccc(-c2noc(CN(Cc3nccn3C)C(C)C)n2)cc1	-0.5	2
COc1ccc(C(O)(C(C)C)C(CN2CCOCC2)c2ccc(Cl)cc2)cc1 (stereo not drawn)	-0.1	-6
Cc1ccc(NS(=O)(=O)c2ccc(C)c(C(=O)NCC(c3ccccc3)N(C)C)c2)cc1 (stereo not drawn)	0.6	8
CCOC(=O)C1=C(CSc2nc3c(cc2C#N)CN(C)CC3)OC(N)=C(C#N)C1c1ccccc1 (stereo not drawn)	0.5	59
COc1cc2c(cc1NC(=S)NC(=O)c1c(OC)cccc1OC)oc1ccccc12	-1.5	10

Some of these compounds in order of SMILES length, lowest first.
SMILES	STK33 inh	OX1R FRET antag
Cc1nc(C2COc3ccccc3O2)sc1C(=O)O (stereo not drawn)	3.8	5
COc1ccc(C(O)(C(C)C)C(CN2CCOCC2)c2ccc(Cl)cc2)cc1 (stereo not drawn)	-0.1	-6
CCOC(=O)c1ccc(NC(=O)CSc2nc(NC(=O)c3ccccc3)c3c(C)c(C)oc3n2)cc1	-0.9	16

Further records follow.
SMILES	STK33 inh	OX1R FRET antag
COc1ccc(CCNC(=O)Cn2cnc3c2c(=O)n(C)c(=O)n3C)cc1OC	-2.1	3
COCCn1c(SCc2cccnc2)nnc1-c1ccco1	-1.6	12
COC(=O)c1ccccc1NC(=O)/C=N/O	5.2	16
COc1ccc(C(=O)Nc2nc3ccccc3s2)c(OC)c1	0.5	34
COCc1ccc(CN2CCCC(C(=O)Nc3ccc(-c4cccc(OC)c4)cc3)C2)o1 (stereo not drawn)	-2.5	12
CC(C)(Oc1ccc(Cl)cc1)C(=O)NCCCn1ccnc1	-0.9	18
COC(=O)[C@H](Cc1ccccc1)NC(=O)c1ccc2ccccc2n1	0.0	3
COc1ccc(C(=O)NC2CCCc3ccccc32)cc1[N+](=O)[O-] (stereo not drawn)	-2.7	-4
COc1ccc(/C=C/c2nc(S(=O)(=O)c3ccccc3)c(NCCCN(C)C)o2)cc1OC	0.2	11
C=CCn1c(-c2ccccc2)ccc(C#N)c1=O	-2.3	20
O=C(Nc1cccc(S(=O)(=O)N2CCOCC2)c1)c1c2c(nc3ccccc13)CCC2	-1.3	8
COc1ccc(NC(=O)N2C3CCCC2CC(NC(=O)C2CC2)C3)cc1 (stereo not drawn)	-0.5	-5
Cc1ccc(C(=O)Nc2cc(C(F)(F)F)ccc2N2CCCCC2)cc1[N+](=O)[O-]	-0.6	8
O=C(CNS(=O)(=O)c1ccccc1)Nc1cccc([N+](=O)[O-])c1	-0.9	12
c1ccc(-c2cn3c(n2)-c2ccccc2C3)cc1	13	22
Oc1ccc(C=NCCc2ccccc2)cc1	-1.2	-5
c1ccc(OCc2nnc3n2CCCCC3)cc1	-0.7	4
Cc1ccc2ncnc(-c3ccccc3)c2c1	0.0	9
CC(C)NC(=S)NCc1cccnc1	-1.2	4
CCCc1cc(=O)oc2cc(C)cc(OCC(=O)Nc3ccc(S(N)(=O)=O)cc3)c12	-0.1	5
CCNc1nc(NCC)nc(OCCOC(=O)Nc2ccccc2)n1	-1.7	14
CCC(=O)NCCNc1ccc([N+](=O)[O-])cn1	-1.8	49
O=C(COc1coc(CN2CCCc3ccccc32)cc1=O)Nc1ccc([N+](=O)[O-])cc1	nt	46
CCc1ccc(NS(=O)(=O)c2ccc(OC)c(C)c2)cc1	-0.7	8
CCCc1cc(=O)n2[nH]c(CCc3ccccc3)nc2n1	-0.2	13
COc1cccc(-c2coc3c(C)c4oc(=O)c(CCC(=O)O)c(C)c4cc23)c1	1.3	23
CC1CCN(Cc2c(O)ccc3c2O/C(=C\c2ccco2)C3=O)CC1	0.8	30
Cc1ccc(-c2nc3ccccc3[nH]2)cc1NC(=O)c1sc2ccccc2c1Cl	-0.7	46
CCOC(=O)c1cccnc1NC(=O)c1ccncc1	-1.3	6
C#CCOC(=O)CCCC(=O)Nc1ccccc1OC	0.6	3

In another format: 3 of the compounds above
Values run as follows: STK33 inh | OX1R FRET antag
- COc1ccc(C(=O)Nc2nc3ccccc3s2)c(OC)c1
  0.5 | 34
- COCc1ccc(CN2CCCC(C(=O)Nc3ccc(-c4cccc(OC)c4)cc3)C2)o1 (stereo not drawn)
  -2.5 | 12
- CC(C)(Oc1ccc(Cl)cc1)C(=O)NCCCn1ccnc1
  -0.9 | 18

Random excerpt: two entries already listed
SMILES	STK33 inh	OX1R FRET antag
CCCc1cc(=O)n2[nH]c(CCc3ccccc3)nc2n1	-0.2	13
Cc1ccc(-c2nc3ccccc3[nH]2)cc1NC(=O)c1sc2ccccc2c1Cl	-0.7	46

Following part.
SMILES	STK33 inh	OX1R FRET antag
Cc1ccc(Nc2nc3ccccc3c(=O)s2)cc1	-1.8	31
COc1ccccc1NC(=O)N1C2CCCC1CC(NC(=O)c1ccccc1)C2 (stereo not drawn)	0.6	14
CCCCOCCCNS(=O)(=O)c1ccccc1	-1.2	1
CCOC(=O)C(=CNc1ccc2c(c1)nnn2-c1ccc(Cl)cc1)C(=O)OCC	-2.7	17
N#CCCn1cc(C=C(C#N)C#N)c(-c2ccc(-c3ccccc3)cc2)n1	-0.1	14
O=C(CNC(=O)c1ccccc1)OCc1ccc([N+](=O)[O-])cc1	-0.4	16
Cc1cccc(CSc2nc3c(c(=O)n2C)SCC3)c1	-1.4	44
Cc1ccn2cc(C34CC5CC(CC(C5)C3)C4)nc2c1	-0.2	-6
O=C(CSC1=NCCS1)N1CCCCCC1	-0.4	13
NC(=O)C(CCC(=O)c1ccc(Br)cc1)S(=O)(=O)c1ccccc1 (stereo not drawn)	0.2	16

Filtered by structure, the entries above containing a nitro group on carbon.
SMILES	STK33 inh	OX1R FRET antag
COc1ccc(C(=O)NC2CCCc3ccccc32)cc1[N+](=O)[O-] (stereo not drawn)	-2.7	-4
Cc1ccc(C(=O)Nc2cc(C(F)(F)F)ccc2N2CCCCC2)cc1[N+](=O)[O-]	-0.6	8
O=C(CNS(=O)(=O)c1ccccc1)Nc1cccc([N+](=O)[O-])c1	-0.9	12
CCC(=O)NCCNc1ccc([N+](=O)[O-])cn1	-1.8	49
O=C(COc1coc(CN2CCCc3ccccc32)cc1=O)Nc1ccc([N+](=O)[O-])cc1	nt	46
O=C(CNC(=O)c1ccccc1)OCc1ccc([N+](=O)[O-])cc1	-0.4	16

Next section
SMILES	STK33 inh	OX1R FRET antag
COC(=O)c1ccc(SCC(=O)N2CCC(C)CC2)c([N+](=O)[O-])c1	0.2	25
O=C1c2cccnc2C(Nc2ccc(Br)cc2Br)N1Cc1cccs1 (stereo not drawn)	-1.8	13
Cc1ccc(-n2[nH]c(C)c(C=Nc3ccc(Br)cn3)c2=O)cc1	nt	20
O=C(CSc1nc2ccccc2s1)Nc1cc(S(=O)(=O)N2CCOCC2)ccc1Cl	-2.1	22
COc1ccc(CCN(Cc2ccccn2)C(=S)Nc2ccccc2F)cc1OC	-1.8	32
CCCCOC(=O)C1[C@H]2C(=O)N(Cc3cccs3)C[C@]23C=C[C@H]1O3 (stereo partly drawn)	-1.2	5
O=C(CSc1ccc(-c2ccco2)nn1)NC1CCCC1	1.0	1
COc1cccc(CC2(CO)CCCN(Cc3c(C)cc(C)cc3-n3cccn3)C2)c1 (stereo not drawn)	0.0	8
COCCNc1ccc(N2C(=O)C3CCCCC3C2=O)cc1[N+](=O)[O-] (stereo not drawn)	-0.8	56
Cc1ccc(NC(=O)CN2C(=O)/C(=C\c3cccs3)SC2=S)cc1	-1.5	9
CCOc1ccc2c(c1)/C(=C(\C(Cl)=C(Cl)Cl)[N+](=O)[O-])N2	-0.9	11
CC(C)=NOC(=O)c1ccc(-c2ccccc2)cc1	1.1	10
CCc1nnc(NC(=O)C2CC(=O)N(c3ccc4c(c3)OCCO4)C2)s1 (stereo not drawn)	-0.2	0
Cc1cc(C)cc(N(C(=O)c2csnn2)C(C(=O)NC(C)(C)C)c2ccccn2)c1 (stereo not drawn)	-1.0	9
CCOc1ccc(N(CC(=O)NC2CCCC2)S(=O)(=O)c2c(C)[nH]c(=O)[nH]c2=O)cc1	-1.3	12
CC(C)n1c(C(=O)OCC(=O)NCc2ccc3c(c2)OCO3)cc2occc21	-0.2	32
COCCCNC(=O)CN(c1ccc(Cl)c(Cl)c1)S(C)(=O)=O	-1.8	12
Cc1ccc(C(C)NC(=O)C2CCCC2)c(C)c1 (stereo not drawn)	-0.5	-7
COc1ccc(NC(=O)/C(=C\c2ccccc2)NC(=O)c2ccco2)cc1	-0.2	8
Oc1ccc(NCc2ccc(OCc3ccccc3)cc2)cc1	0.3	nt
O=C(Nc1ccc(Br)cc1F)c1ccncc1	-0.2	13
COc1ccc2oc(=O)cc(-c3cc4ccccc4o3)c2c1	0.7	18
Cc1ccnn2cc3c(=O)n(C)c(=O)n(C)c3c12	0.8	47
COc1ccc(N(CC(=O)Nc2cccc(C(F)(F)F)c2)S(C)(=O)=O)cc1	-1.7	5
CC(C)CN=Cc1c(O)c([N+](=O)[O-])cc2oc3c(c12)CCCC3	-0.5	21
CCOC(=O)N1CCC(n2c(SCC(=O)N3CCCC3)nc3ccccc3c2=O)CC1	-0.1	6
COc1cccc(OCC(=O)NNC(=O)C(=O)Nc2ccc(OC)cc2OC)c1	0.3	23
S=C(Nc1cc(Cl)cc(Cl)c1)N1CCN(c2ccccn2)CC1	-3.9	nt
O=C(Nc1ccncc1)c1cc2ccccc2o1	2.8	25
COc1cccc(Nc2nnc(SCn3nnc4ccccc4c3=O)s2)c1	-1.1	28
Cc1ccccc1NC(=O)c1ccc(-n2cncn2)nc1	-1.5	8
NC(=S)NNc1cccc2cccnc12	2.0	46
N#Cc1ccccc1NC(=O)COC(=O)c1ccc2c(c1)OCO2	0.1	1
COc1ccc(OCC(=O)NNC(=O)c2ccccn2)cc1	-1.3	15
O=C(CCNS(=O)(=O)c1ccccc1F)N1CCN(Cc2ccccc2)CC1	0.1	11
Cc1ccc(C(=O)OCC(=O)NC2CCCC(C)C2C)cc1S(=O)(=O)N1CCCCC1 (stereo not drawn)	-1.8	5
COc1cccc(N2C(=O)CC(Sc3nc(C)cc(C)n3)C2=O)c1 (stereo not drawn)	nt	8
CCOc1ccc(NC(=O)c2ccc(F)c(S(=O)(=O)N3CCN(c4ccccn4)CC3)c2)cc1	-2.4	28
O=C(CCN1CCc2ccccc2CC1)c1ccc2c(c1)OCCO2	-0.4	5
CCCNCc1cc(OCC)c(OCC(N)=O)cc1Br	1.1	0
CSc1cccc(NC(N)=S)c1	-2.2	11
O=C(NCCCN1CCN(c2ccc(F)cc2)CC1)C1CCCN(c2ncnc3c2nc2n3CCCCC2)C1 (stereo not drawn)	1.3	8
CCCN(C(=O)c1c(-c2ccccc2)noc1C)c1c(N)n(Cc2ccccc2)c(=O)[nH]c1=O	0.8	2
CCc1ccccc1NC(=O)CCS(=O)(=O)c1ccc(OC)cc1	0.6	2
CCN(CC(=O)Nc1cc(OC)ccc1OC)Cc1nc2ccccc2c(=O)[nH]1	-0.9	21
CCOC(=O)c1cc(C(C)C)sc1NC(=O)COC(=O)CCS(=O)(=O)c1ccccc1	-1.2	5
O=C(Nc1cccc(C(=O)O)c1)/C(=C\c1ccc2c(c1)OCO2)NC(=O)c1ccc(Br)cc1	-1.4	19
Cn1cccc1Cc1nnc(SCC(=O)N2CCOCC2)n1CCc1ccccc1	-3.2	6
O=C(/C=N/O)NCCCN1CCCCCC1	-1.0	2
N=c1c(C(=O)NCc2ccco2)cc2c(=O)n3ccccc3nc2n1CCc1ccccc1	1.5	114*

Further results follow:
SMILES	STK33 inh	OX1R FRET antag
COC(=O)c1ccc2c(c1)C(=O)/C(=C/c1ccc(C)cc1)O2	-3.0	1
COc1cc2c(cc1OC)CN(Cc1ccc(C)s1)CC2	-1.5	3
CCCn1c(=O)c2ccccc2n2c(Sc3nnnn3-c3ccccc3)nnc12	-0.6	20
Cc1cc(C)c2nc(NC(=O)[C@@H](NC(=O)c3cccc(S(=O)(=O)N4CCOCC4)c3)C(C)C)sc2c1	-1.4	47
O=C(COC(=O)c1cc(=O)[nH]c2ccccc12)NC(=O)c1ccccc1	-1.2	16
Cc1cccn2c(=O)c(C=C(C#N)C#N)c(N3CCN(c4ccccc4)CC3)nc12	-1.8	nt
COc1ccc(N2CSC3=C(C#N)C(c4cc(OC)c(OC)cc4OC)CC(=O)N3C2)c(OC)c1 (stereo not drawn)	-0.4	6
CCOCCCNC(=S)Nc1cc(OCC)c(NC(=O)c2ccco2)cc1OCC	0.0	12
CCOc1cc(-c2c(C)c(CC)nc(N)c2C#N)ccc1O	-0.5	21
COc1ccc2cc(S(=O)(=O)NCCCN3CCOCC3)ccc2c1	1.4	9
CCCc1c(NC(=O)Nc2ccc(F)cc2)cnn1-c1ccc(Cl)cc1	-1.1	3
COc1ccc(CN(C)C(=O)c2ccccc2OCc2c(C)noc2C)cc1OC	-0.7	-1
CCCOc1ccc(C2NC(=O)NC(c3ccccc3)=C2C(C)=O)cc1OCC (stereo not drawn)	-1.0	1
O=C(COC(=O)C1c2ccccc2Oc2ccccc21)Nc1ccc2c(c1)OCO2	-1.8	19
CN(CC(=O)Nc1ccc(F)cc1)C(=O)COC(=O)Cc1c(F)cccc1Cl	0.4	6
C=CCNc1nc(C(=O)OCC(=O)c2ccc(C)c([N+](=O)[O-])c2)cs1	-0.6	9
CCOc1ccc(C(=O)NC2CCN(C(=S)NCc3ccco3)CC2)cc1	-1.5	2
c1cc2nnnn2nc1N1CCCCC1	-1.4	13
COc1cc(NC(=O)COC(=O)Cc2ccsc2)cc(OC)c1	0.3	12
O=[N+]([O-])c1ccc2[nH]c3c(c2c1)CCCC3	-1.7	9
C=CCn1c(SCc2csc(C)n2)nc2sc3c(c2c1=O)CCCC3	-1.1	20
COC(=O)[C@H]1C[C@@H]1[C@H](NC(=O)c1cnccn1)c1ccccc1	-0.4	30
CCCCNc1c(-c2ccc(OC)c(Sc3ccc(OC)cc3)c2)nc2ccc(Cl)cn12	-1.5	13
